CRE-bla Fsk – Cell signaling CRE-BLA (Fsk stim). CHO CRE-bla reporter (cAMP response element driving beta-lactamase), forskolin EC10, beta-lactamase ratio. Potency, µM (doses to about 38.2 µM), for the others: top-dose activity change, negative = inhibition, usual class: activators. AID 662, 2007. 2.5% of 71,000 active; active = well fitted activation curve with a large enough effect in the signal ratio, with a control signal flat, not every such curve was filed as active; inconclusive = small, poorly fitted or top-dose-only effect, or effect the other way, or a change in a side signal; the % refers to the signal ratio; also: potency is read from the fitted curve at half-maximal effect; % of control where 0% means no effect
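AC50 values, positive or negative, reflect shifts in EC10 NKH 477-induced CRE-bla reporter activity in CHO cells. Incubation lasted 3 h at 37 °C before CCF4 substrate (2 h, room temperature) and ratiometric 460/530 nm reading.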
FLuc inh – qHTS Assay for Inhibitors of Firefly Luciferase; purified firefly luciferase, luminescence, 8 min; Potency, µM (top dose mostly 57.1 µM), for the others: at the top dose activity change, negative = inhibition, hits mostly inhibitors; 2.2% of 72,000 active; also: potency is read from the fitted curve at half-maximal effect; % is scaled to controls: 0 for no effect and ±100 for the full control effect; nearly all actives have a fitted effect of over 40% in size
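Compounds were tested as concentration series (qHTS) against purified P. pyralis luciferase with luciferin and 10 uM ATP in 50 mM imidazole pH 7.2, 50 mM KCl, 7 mM MgCl2, 0.01% Tween 20, 0.05% BSA. Luminescence was read after 8 min at ambient temperature.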
BRCT inh red – qHTS Assay for Inhibitors of BRCT-Phosphoprotein Interaction (Red Fluorophore). Potency, µM (series often up to 76.9 µM), for inactives: top-dose activity change, negative = inhibition, most hits filed as inhibitors. 0.03% of 75,000 active. BRCT-phosphopeptide binding, red fluorescence polarization; also: % is scaled to controls: 0 for no effect and ±100 for the full control effect
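Fluorescence polarization: 100 nM His-tagged BRCA1 BRCT with 100 nM TAMRA-labelled phospho-BACH1 decapeptide, phosphate buffer pH 7.3 with 150 mM NaCl, DTT, 0.01% Tween 20; 12 min RT. Binding inhibition seen as FP decrease.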
Tau filament bind – qHTS Assay for Tau Filament Binding; Microtubule-associated protein tau (Homo sapiens), P10636; recombinant tau filaments, thioflavin S fluorescence, 15 h; filaments grown with octadecylsulfate alongside compound; Potency, µM (highest dose often 57.1 µM), for inactives: top-dose activity change, negative = inhibition; 2% of 71,000 active;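 also: potency is read from the fitted curve at half-maximal effect; % is scaled to controls: 0 for no effect and ±100 for the full control effect; actives lower thioflavin S fluorescence by blocking filaments or displacing dye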
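Read-out: ThS fluorescence, 450 nm excitation/510 nm emission; lower signal marks blocked filament formation or displaced dye. Tau at 1 uM with 30 uM ODS, 10 uM ThS, 5 mM DTT, 100 mM NaCl, 10 mM HEPES pH 7.4; 15 h, 37 C.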
USP2a inhib – qHTS Assay for Inhibitors of Ubiquitin-specific Protease USP2a; Ubiquitin carboxyl-terminal hydrolase 2 (Homo sapiens), O75604; USP2a enzymatic assay, qHTS inhibition; Potency, µM (series often up to 38.3 µM), for inactives: top-dose activity change, negative = inhibition, usual class: inhibitors; 0.1% of 60,000 active; AID 927, 2007;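 also: potency is read from the fitted curve at half-maximal effect; nearly all actives have a fitted effect of over 60% in size; plate controls were DMSO for no effect and NEM full inhibition control for full effect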
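USP2 core (20 nM final) was preincubated with compound for 30 min at RT in 20 mM Tris-HCl pH 8.0, 2 mM CaCl2, 2 mM beta-mercaptoethanol; Ub-PLA2 (20 nM) plus NBD C6-HPC (20 uM) then added, fluorescence read after 2.5 h.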
Casp7 inh – qHTS Assay for Allosteric/Competitive Inhibitors of Caspase-7; P55210; recombinant caspase-7, Ac-DEVD-AFC fluorescence rate; Potency, µM (top dose mostly 57.5 µM), for inactives: at the highest dose activity change, negative = inhibition, actives largely listed as inhibitors; 0.02% of 75,000 active; active = well fitted inhibition curve with a large enough effect in the main read-out, with a control signal flat, not every such curve was filed as active; inconclusive = small, poorly fitted or top-dose-only effect, or a change in a side signal; also: potency is read from the fitted curve at half-maximal effect; % of control where 0% means no effect
Casp1 inh – qHTS Assay for Allosteric/Competitive Inhibitors of Caspase-1. P29466. Caspase-1 enzyme, Ac-WEHD-AFC fluorogenic rate. Potency, µM (titrated, usually from 57.5 µM), for the others: at the highest dose activity change, negative = inhibition, most hits filed as inhibitors. 0.03% of 75,000 active. AID 900, 2007;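 also: potency is read from the fitted curve at half-maximal effect; plate controls were vehicle for no effect and no substrate for full effect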
ERK AVP inh – qHTS Assay for Inhibitors of the ERK Signaling Pathway using a Homogeneous Screening Assay; Potency, µM (titrated, usually from 57.5 µM), for the others: top-dose activity, negative = inhibition, usual class: inhibitors; 0.99% of 72,000 active; AID 995, 2007; HEK293-V1b, vasopressin-stimulated pERK AlphaScreen; also: potency is read from the fitted curve at half-maximal effect; % is scaled to controls: 0 for no effect and ±100 for the full control effect; nearly all actives have a fitted effect of over 55% in size
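Overnight-seeded V1b-HEK293 cells in 1% FBS got compound, then vasopressin (25 nM final, 5 min, 37C), then lysis buffer. AlphaScreen detection of phospho-ERK; activity normalized to basal and full-stimulation controls.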
HEK293 cAMP ctrl – qHTS Assay for Agonists of the Thyroid Stimulating Hormone Receptor: Activators of Intracellular cAMP Concentrations in Parental HEK 293 | AID 938, 2007 | Potency, µM (titrated, usually from 57.1 µM), inactives show at the top dose activation, hits mostly activators | 2.5% of 73,000 active | parental HEK293 CNG cAMP sensor, membrane potential fluorescence; also: potency is read from the fitted curve at half-maximal effect; % of control where 0% means no effect; nearly all actives have a fitted effect of over 55% in size
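Parental HEK 293 cells stably expressing a cAMP-gated CNG channel were loaded with membrane potential dye containing 100 uM RO 20-1724 for 60 min. Compound added for 30 min; depolarization read as fluorescence intensity at 590 nm.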
A350 fluor – qHTS Assay for Spectroscopic Profiling in A350 Spectral Region; 11% of 59,000 active; Compound autofluorescence, 340/450 nm, Alexa 350 dye-equivalents; hits give high values; AID 590, 2007; max dye-equivalent concentration, M; in the data active = max dye-equivalent concentration above about 10 nM; inconclusive = mostly about 1.1 nM to 9.6 nM
BRCT PPI green – qHTS Assay for Inhibitors of BRCT-Phosphoprotein Interaction (Green Fluorophore); BRCA1 BRCT-phosphopeptide binding, green fluorescence polarization; Potency, µM (doses to about 76.9 µM), for inactives: at the top dose activity change, negative = inhibition, usual class: inhibitors; 0.05% of 75,000 active;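 also: potency is read from the fitted curve at half-maximal effect; plate controls were peptide without protein for full effect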
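Compounds were incubated for 12 min at room temperature with a complex of 100 nM fluorescein-tagged pBACH1 decapeptide and 250 nM His-tagged BRCT protein. Buffer was phosphate pH 7.3 with EDTA, DTT and Tween 20. Disruption of binding lowers the polarization signal.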
* = called active by the depositor; i = inactive; ? = inconclusive; nt = no result given; [ ] = dose if it differs, or a comment. Unless noted, calls follow the shape of the dose curve; as a rule, active = well fitted curve in the direction sought with a large enough effect; inconclusive = small, poorly fitted or top-dose-only effect, or another doubt; inactive = no such curve, though single readings can be large; an effect the other way counts as inactive or inconclusive.

#	SMILES	CRE-bla Fsk	FLuc inh	BRCT inh red	Tau filament bind	USP2a inhib	Casp7 inh
1	CCOC(=O)c1sc(NC(=O)CSc2nc3c(cc2C#N)CCC3)c(C#N)c1C	0.2%	0.6%	-0.6%	8.6%	-6.8%	-6.4%
2	CCCCNC(=O)CC1C(=O)N(Cc2ccccc2)C(C)c2nc3ccccc3n21 (stereo unspecified)	-20.2%	-0.7%	0.1%	-9.3%	-2.4%	0.3%
3	Cn1nc(-c2ccc(N3CCCCC3)c(NC(=O)c3ccco3)c2)c2ccccc2c1=O	1.58µM*	-0.3%	-0.3%	20.6%	13.4%	0.8%
4	Cc1cccc(NC(=O)CCc2ccc(C)o2)c1	-11.5%	-2.8%	0.4%	2.1%	-0.1%	0.8%
5	COC(=O)c1cc(OC)c(OC)cc1NC(=O)CN1CCOCC1	?	0.8%	1.1%	2.4%	1.5%	-0.7%
6	CSCCC(NS(=O)(=O)c1ccc2c(c1)oc(=O)n2C)C(=O)NC1CCC(C)CC1 (stereo unspecified)	-0.4%	-2.8%	0.3%	19.1%	nt	-0.2%
7	Clc1ccc(-c2nnc3ccccn23)cc1	1.4%	3.3%	-0.1%	-11.6%	-6.1%	0.4%
8	COc1ccc(-n2ncc3c(N4CCc5ccccc54)ncnc32)cc1	6.4%	?	0.7%	2.5%	6.6%	0.0%
9	Cc1ccccc1OCC1Cn2c(nc3c2c(=O)[nH]c(=O)n3C)O1 (stereo unspecified)	?	-1.8%	0.6%	-0.6%	-4.4%	1.1%
10	CC(=O)OCC1OC(c2ccc(C(C)=O)cc2)C=CC1OC(C)=O (stereo unspecified)	nt	nt	1.6%[15.4 µM]	nt	nt	0.8%[11.5 µM]
11	Cc1nnc(N(Cc2ccco2)C(=O)c2ccno2)s1	-1.0%	-0.7%	1.6%	13.0%	0.2%	-2.1%
12	O=C(c1c(Cl)nc2sccn12)N(C(=O)c1c(Cl)nc2sccn12)c1ccc(Cl)cn1	-11.6%	-4.8%	0.3%	109.8%	39.1%[activator]	-1.0%
13	O=C(OCC(=O)N1CCOCC1)C(c1ccccc1)c1ccccc1	-5.3%	0.8%	-0.5%	0.6%	8.7%	1.0%
14	Cc1ccc(OCC(O)Cn2c(N3CCOCC3)nc3c2c(=O)[nH]c(=O)n3C)cc1 (stereo unspecified)	11.3%	-0.3%	-1.0%	5.3%	2.6%	0.3%
15	NC(=O)C1CCC(NC(=O)OCc2ccccc2)CC1 (stereo unspecified)	-23.2%	-1.0%	-0.4%	-7.0%	-5.0%	-1.8%

#	Casp1 inh	ERK AVP inh	HEK293 cAMP ctrl	A350 fluor	BRCT PPI green
1	-6.4%	-6.5%	12.4%	i	-0.2%
2	2.9%	1.3%	12.3%	i	-1.2%
3	-0.3%	1.0%	?	i	-1.8%
4	-3.3%	32.2%[activator]	10.6%	i	-1.5%
5	-2.2%	-23.3%	3.3%	i	-0.7%
6	-1.1%	-8.4%	21.5%	nt	0.6%
7	0.0%	5.7%	-0.6%	i	-0.4%
8	-0.5%	-6.6%	-3.0%	?	-0.5%
9	0.8%	-3.4%	-7.8%	?	0.6%
10	-2.7%[11.5 µM]	16.6%[11.5 µM]	1.6%[11.4 µM]	nt	-0.1%[15.4 µM]
11	-3.1%	-13.3%	3.1%	i	2.2%
12	0.7%	-5.8%	9.4%	?	0.3%
13	4.3%	5.1%	4.0%	i	-1.1%
14	0.9%	-5.9%	4.6%	?	0.0%
15	0.7%	0.1%	19.8%	?	-0.6%

Shown as a hit in CRE-bla Fsk, among the entries above:
| no. | compound | CRE-bla Fsk | FLuc inh | BRCT inh red | Tau filament bind | USP2a inhib | Casp7 inh | Casp1 inh | A350 fluor | BRCT PPI green |
| --- | --- | --- | --- | --- | --- | --- | --- | --- | --- | --- |
| 3 | Cn1nc(-c2ccc(N3CCCCC3)c(NC(=O)c3ccco3)c2)c2ccccc2c1=O | 1.58µM* | -0.3% | -0.3% | 20.6% | 13.4% | 0.8% | -0.3% | i | -1.8% |

The list goes on.
#	SMILES	CRE-bla Fsk	FLuc inh	BRCT inh red	Tau filament bind	USP2a inhib	Casp7 inh
16	Cc1sc2ncnc(Sc3nnnn3-c3ccc(Cl)cc3)c2c1C	?	-1.2%	0.5%	13.0%	-0.3%	-0.3%
17	CCC(c1nnnn1C1CCCC1)N1CCN(C(=O)c2ccco2)CC1 (stereo unspecified)	-4.1%	0.8%	-1.2%	-4.7%	nt	0.3%
18	COc1cc(-c2nnc(-c3ccco3)o2)ccc1OCc1ccccc1	?	-7.5%	2.0%	63.6%	6.7%	-2.1%
19	O=C(Nc1ccccc1)c1ccc(F)c(S(=O)(=O)N2CCOCC2)c1	-5.1%	0.0%	0.2%	0.1%	2.5%	-0.5%
20	COCCN(Cc1cc2cccc(C)c2[nH]c1=O)C(=O)c1ccccc1	-4.0%	0.0%	-0.1%	3.0%	3.1%	-8.5%
21	Cc1ccc(S(=O)(=O)Cn2nnnc2C(C(C)C)N2CCN(C(=O)c3ccco3)CC2)cc1 (stereo unspecified)	-9.1%	2.1%	0.2%	-6.1%	16.6%	1.0%
22	O=c1ccnc(NCCc2ccccc2)[nH]1	-6.1%	-2.4%	1.0%	14.1%	13.0%	-1.1%
23	CSCCC(/C(O)=C(\C#N)c1nc2ccccc2[nH]1)N1C(=O)c2ccccc2C1=O (stereo unspecified)	0.6%	3.9%	1.7%	-25.2%	45.7%[activator]	-2.7%
24	Cc1cc(C)c(NC(=O)CSc2nnc(-c3ccncc3)n2Cc2ccco2)c(Cl)c1	-5.6%	0.1%	0.2%	-6.4%	34.3%[activator]	-0.7%
25	Cc1ccccc1CS(=O)(=O)CCC(=O)NCc1ccccn1	-2.9%	1.5%	-0.1%	-11.0%	3.3%	-1.0%
26	CCCCn1c(SCC(=O)NCc2ccccc2)nc2ccc(N3CCOCC3)cc2c1=O	8.7%	1.3%	0.2%	-10.3%	18.4%	?
27	COC(=O)COc1ccc(S(=O)(=O)Nc2ccc3c(c2)OCO3)cc1Cl	7.7%	-2.8%	0.3%	-16.3%	1.8%	-0.1%
28	O=C(OCCn1cncn1)c1cc2ccccc2oc1=O	?	-1.7%	-1.0%	-5.6%	-8.1%	-0.8%
29	CCC1(COC(=O)Nc2cccc(Cl)c2)COC1	3.1%	-12.2%	0.6%	-4.7%	-3.6%	-0.9%
30	COC(=O)CSc1nnc(CNC(=O)c2cc(OC)c(OC)c(OC)c2)n1C	3.9%	4.2%	0.7%	0.1%	-3.2%	-1.5%
31	Cc1ccc(NC(=O)COC(=O)c2ccn(C)n2)cc1	4.0%	0.1%	1.2%	1.6%	nt	1.7%
32	Clc1ccccc1-c1nn2c(-c3ccncc3)nnc2s1	1.1%	0.3%	-0.2%	-13.8%	-21.8%	1.6%

#	Casp1 inh	ERK AVP inh	HEK293 cAMP ctrl	A350 fluor	BRCT PPI green
16	-2.6%	92.7%[activator]	?	?	0.1%
17	-0.2%	-19.9%	25.9%	i	-0.7%
18	-6.0%	7.6%	?	i	2.8%
19	0.7%	0.0%	?	i	-0.2%
20	1.9%	2.7%	4.9%	?	-0.3%
21	0.4%	-12.7%	-0.7%	i	2.5%
22	0.0%	-20.4%	3.9%	i	1.2%
23	-8.9%	-18.1%	-16.1%	nt	-2.0%
24	1.1%	-8.6%	-0.8%	i	0.8%
25	-2.3%	24.7%	-2.8%	i	-1.1%
26	?	-15.8%	3.0%	1.06e-07M*	0.5%
27	-0.5%	-19.3%	-1.4%	i	-0.1%
28	1.1%	5.5%	9.4%[2.29 µM]	3.24e-08M*	-2.0%
29	-0.2%	-1.7%	-2.1%	?	-1.2%
30	1.5%	-9.0%	1.6%	i	-1.3%
31	-0.7%	3.8%	10.0%	i	-0.6%
32	0.6%	?	-1.5%	i	0.3%

High-throughput results: PubChem, National Center for Advancing Translational Sciences (NCATS)
